Screens (PubChem BioAssay)
KDM5B inh = inhibitors of human KDM5B histone demethylase; AID 1347165; Potency, µM (top dose mostly 57.7 µM), for inactives: top-dose activity change, negative = inhibition, hits mostly inhibitors; Q9UGL1; KDM5B demethylase, FDH-coupled NADH fluorescence (FDH is formaldehyde dehydrogenase); 220,000 compounds, 2.6% hits; active = well fitted inhibition curve with a large enough effect; inconclusive = small, poorly fitted or top-dose-only effect; inactive = no such curve, though single readings can be large or run the other way; note: 0% is about no effect; nearly all actives have a fitted effect of over 70% in size
Target sequence (Q9UGL1 whole entry, looked up): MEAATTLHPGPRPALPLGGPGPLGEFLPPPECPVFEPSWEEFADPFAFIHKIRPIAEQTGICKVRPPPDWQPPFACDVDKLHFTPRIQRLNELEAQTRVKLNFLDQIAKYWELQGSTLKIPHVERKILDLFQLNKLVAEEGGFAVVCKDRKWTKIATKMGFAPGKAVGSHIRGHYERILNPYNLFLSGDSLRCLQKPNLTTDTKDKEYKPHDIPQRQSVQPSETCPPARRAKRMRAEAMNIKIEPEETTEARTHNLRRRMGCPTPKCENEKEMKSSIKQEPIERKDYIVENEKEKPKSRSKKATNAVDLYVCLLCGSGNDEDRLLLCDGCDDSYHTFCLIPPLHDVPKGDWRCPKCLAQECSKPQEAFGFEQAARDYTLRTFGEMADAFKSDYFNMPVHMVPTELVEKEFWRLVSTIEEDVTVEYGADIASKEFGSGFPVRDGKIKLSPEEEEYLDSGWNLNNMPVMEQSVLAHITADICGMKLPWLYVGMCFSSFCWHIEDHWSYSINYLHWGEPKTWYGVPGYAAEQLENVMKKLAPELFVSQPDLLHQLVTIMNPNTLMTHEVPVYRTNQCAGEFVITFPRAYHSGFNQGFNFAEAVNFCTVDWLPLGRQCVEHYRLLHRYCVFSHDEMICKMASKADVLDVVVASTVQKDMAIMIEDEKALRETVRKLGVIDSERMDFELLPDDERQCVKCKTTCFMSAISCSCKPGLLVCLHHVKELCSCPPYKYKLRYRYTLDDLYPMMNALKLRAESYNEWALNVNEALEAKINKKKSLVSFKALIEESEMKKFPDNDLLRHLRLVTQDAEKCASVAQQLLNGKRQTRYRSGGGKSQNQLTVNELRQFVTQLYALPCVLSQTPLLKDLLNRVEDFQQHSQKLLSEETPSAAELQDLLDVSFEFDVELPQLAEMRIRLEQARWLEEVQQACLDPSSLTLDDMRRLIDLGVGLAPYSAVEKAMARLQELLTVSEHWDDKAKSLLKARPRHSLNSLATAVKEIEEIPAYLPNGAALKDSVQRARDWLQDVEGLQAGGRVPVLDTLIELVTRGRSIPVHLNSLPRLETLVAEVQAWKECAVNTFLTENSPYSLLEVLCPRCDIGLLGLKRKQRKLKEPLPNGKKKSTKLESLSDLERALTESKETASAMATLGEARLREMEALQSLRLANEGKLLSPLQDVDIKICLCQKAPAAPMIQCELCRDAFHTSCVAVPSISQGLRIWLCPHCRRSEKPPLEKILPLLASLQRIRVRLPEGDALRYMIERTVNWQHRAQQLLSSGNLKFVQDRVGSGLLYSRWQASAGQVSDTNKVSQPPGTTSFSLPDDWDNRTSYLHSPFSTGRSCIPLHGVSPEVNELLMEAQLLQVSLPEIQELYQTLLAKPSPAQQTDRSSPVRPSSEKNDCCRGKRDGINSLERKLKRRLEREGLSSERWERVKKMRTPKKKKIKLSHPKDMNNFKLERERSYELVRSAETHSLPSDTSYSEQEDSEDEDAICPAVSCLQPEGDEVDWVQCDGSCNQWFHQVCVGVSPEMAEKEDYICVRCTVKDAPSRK
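Compound dilutions met 200 nM (final) KDM5BΔAP for 10 min at room temperature before substrate addition. The substrate mix held 12.5 µM H3K4me3 with cofactors 25 µM α-ketoglutarate and 50 µM Fe²⁺. NADH signal gain over 30 min defined activity.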
* marks the source's active call; other numbers are inactive results; ? = inconclusive; [ ] = dose if it differs, or a comment. Potency is the fitted concentration of half-maximal effect. Some of the compounds tested, so the mix of outcomes need not match the whole.

KDM5B inh | molecule
9.2% | Cc1cccc(Nc2nc(-c3ccc4c(c3)CCN4S(C)(=O)=O)cs2)c1
-0.8% | CCOC(=O)N1CCC(NC(=O)c2cnn(-c3ccc(OC)cc3)c2C2CCN(C(=O)OC(C)(C)C)CC2)CC1
10.6% | NC1=NC(c2ccc(Cl)cc2)C(C(=O)c2ccccc2)N1 (stereo not drawn)
-13.4% | Cc1ccccc1-c1nc(C2CC(=O)N(C3CCCCC3)C2)no1 (stereo not drawn)
-3.2% | CCOc1ccc(C(=O)NC2CCCN(c3cc(-c4ccc(F)cc4)[nH]n3)C2)cc1OCC (stereo not drawn)
-20.1% | O=C(COc1ccc(F)cc1)N1CCC(n2cc(-c3nc(C4CC4)no3)nn2)C1 (stereo not drawn)
-10.0% | O=C(c1ccc2c(c1)N(Cc1ccccc1)C(=O)c1ccccc1S2(=O)=O)N1CCCC1
15.8% | O=C(COC(=O)COc1ccc2c(c1)CCC2)NC1CCCCC1
31.6µM* | O=C(Nc1ccc(Cl)cc1)c1nc2c(o1)CCN(Cc1ccc3c(c1)CCO3)CC2
? | COc1ccc(C(=O)NC2CCN(c3cc(-c4ccc(OC)cc4)[nH]n3)C2)cc1 (stereo not drawn)
7.1% | Cc1ccc(Cn2c(SCC(=O)NC(C)(C)C)nc3c(sc4ncccc43)c2=O)cc1
? | CCCCCC(=O)Nc1nc2c(s1)C[C@@H]1[C@](C)(CO)[C@H](O)CC[C@@]1(C)[C@@H]2CC(=O)Nc1cccc(O)c1
-27.9% | COc1ccc(NC(=O)Cn2cc(S(=O)(=O)c3ccccc3)c(=O)c3cc4c(cc32)OCO4)cc1
-2.0% | CCCCCC1CCC(c2ccc(C(=O)O)cc2)CC1 (stereo not drawn)
-6.0% | CCCn1c(SCC(=O)Nc2ccc(Cl)cn2)nnc1C1CC1
-16.5% | O=C1CCN(Cc2cccnc2)CCCC(C(=O)Nc2ccccc2)CCN1 (stereo not drawn)
7.2% | COc1ccccc1N/N=C1\COC(C)(C)CC1=O
48.4%[activator][86.2 µM] | CN1CCN(Cc2nc(C3(O)CCNCC3)cs2)CC1
221.1%[activator] | COc1ccc(OC)c(NC(=O)c2nnn3c2COC(c2ccc(Cl)cc2)C3)c1 (stereo not drawn)
-2.1% | COc1ccc(NC(=O)c2csnn2)cc1
-3.9% | CCCN1C(=O)C2(c3ccccc31)c1c(oc3ccccc3c1=O)C(=O)N2CCO (stereo not drawn)
? | O=C(c1cc(Cl)cc(Cl)c1)N1CCN(c2cc(C(F)(F)F)nc3ccccc23)CC1
-22.0% | CCCN1C(=O)c2[nH]nc(-c3ccccc3O)c2C1c1ccc(OC)c(OC)c1 (stereo not drawn)
? | COc1cccc(-c2cc3c(=O)n(CCNC(=O)c4ccc(Cl)cc4)ccn3n2)c1
? | COC(=O)c1ccc(COc2ccc3c4c(c(=O)oc3c2)CCCC4)o1
-3.9% | C/C=C/C=C/C(=O)OCC(=O)c1ccc2c(c1)OCO2
? | Cc1ccc(-n2ncc3c(N4CCN(C)CC4)ncnc32)cc1C
-15.0% | Cc1ccc(C)c(NC(=O)Cn2c(=O)n(-c3ccccc3)c(=O)c3c2cc(C)n3C)c1
-5.4% | O=C(c1cc2c(=O)[nH]c3ccccc3c2s1)N1CCN(c2ccc(F)cc2)CC1
? | Cn1cccc1CN1CCC2(CC1)CN[S+](=O)([O-])c1cccnc1O2

Given field by field: two of the compounds above
COc1cccc(-c2cc3c(=O)n(CCNC(=O)c4ccc(Cl)cc4)ccn3n2)c1
  KDM5B inh: ?

COc1ccc(NC(=O)c2csnn2)cc1
  KDM5B inh: -2.1%

KDM5B inh, hit marks shown above.
KDM5B inh | molecule
31.6µM* | O=C(Nc1ccc(Cl)cc1)c1nc2c(o1)CCN(Cc1ccc3c(c1)CCO3)CC2

Next part.
KDM5B inh | molecule
? | O=[N+]([O-])c1cc(-c2nc(-c3ccccc3)no2)ccc1NC1CCCC1
28.2µM* | CN(C)c1nc2c(c(=O)[nH]1)CCN(Cc1ccc(Cl)c(F)c1)CC2
? | CS(=O)(=O)N[C@@H]1C[C@H](Cn2cc(C3CC3)nn2)[C@@H](O)[C@H]1O
? | CCOc1ccc(Nc2oc(/C=C/c3ccc(F)cc3)nc2C#N)cc1
-12.8% | Cc1ccc(-n2nc3c(=O)n(CC(=O)NC(C)C)nc(C)c3c2C)cc1
8.0% | CSCCC(NC(=O)[C@@H](NC(=O)c1ccc(Cl)cc1Cl)C(C)C)c1nnc2ccccn12 (stereo partly drawn)
? | Oc1ccc(N=Cc2ccccc2OCc2ccccc2)cc1
16.3% | COc1ccccc1C(=O)Nc1ccccc1C(C)C
-9.0% | O=C([C@@H]1C[C@H](Oc2ccccc2)CN1S(=O)(=O)c1cccnc1)N1CCCC1
? | COCC(=O)N[C@H]1C[C@@H](CO)N(Cc2ccccn2)C1
-4.2% | CC(Cc1ccc(Br)cc1)NC(=O)C1CCCCC1 (stereo not drawn)
-9.7% | CCOC(=O)Nc1cccc(N2CCn3c(nc4cc(Cl)ccc43)C2)c1
7.2% | CCOc1ccc(CNS(=O)(=O)c2ccc(-c3ccc(=O)[nH]n3)o2)cc1
5.2% | CCCCNC(=O)CN(C(C)C)C1CC1
? | Cc1cccn2c(=O)c3cc(C(=O)NC(C)c4ccccc4)c(=N)n(CCCO)c3nc12 (stereo not drawn)

Single entries from above:
In KDM5B inh, `CC(Cc1ccc(Br)cc1)NC(=O)C1CCCCC1` (stereo not drawn) shows -4.2%
In KDM5B inh, `CCCCNC(=O)CN(C(C)C)C1CC1` shows 5.2%
In KDM5B inh, `CN(C)c1nc2c(c(=O)[nH]1)CCN(Cc1ccc(Cl)c(F)c1)CC2` shows 28.2µM*
In KDM5B inh, `O=C([C@@H]1C[C@H](Oc2ccccc2)CN1S(=O)(=O)c1cccnc1)N1CCCC1` shows -9.0%

Later entries:
KDM5B inh | molecule
31.6µM* | c1cc(-c2ccnc3nc(C4CCCCC4)nn23)ccn1
15.4% | O=C(Cn1nc2n(c1=O)CCCCC2)Nc1ccccc1
-23.0% | CC(C)c1cnc2c(c1SCC(=O)c1ccccc1)c(=O)n(C)c(=O)n2C
-10.1% | CCc1ccc(NC(=O)c2cnc(SC)nc2-c2ccccc2)cc1
-14.3% | CC1(c2ccccc2)N(Cc2ccccc2C#N)C(=O)OC12CCN(CCc1ccccc1)CC2 (stereo not drawn)
-0.7% | O=C(CSc1nc2ccc(NC(=O)c3ccc(F)cc3)cc2s1)NCc1ccccc1
-7.0%[86.2 µM] | COc1cccc(C(=O)N2CCCCC23Cc2ccccc2NC3=O)c1 (stereo not drawn)
? | COc1ccc(C(=O)Nc2ccc3oc(-c4cccnc4)nc3c2)cc1OC
-10.6% | COc1ccccc1S(=O)(=O)Nc1c(C)nn(CC(=O)O)c1C
15.9% | O=C(/C=C/c1ccccc1)Nc1ccccc1C(=O)NCc1cccnc1
17.1% | CCOc1ccc(/C=C2\SC(=S)N(NC(=O)c3ccncc3)C2=O)cc1OC
? | CC(C)CCN(CCC(=O)NCCc1ccccc1)C(=O)c1ccoc1
16.8% | O=C(CN1CCN(S(=O)(=O)c2cc(Br)ccc2Br)CC1)NCc1ccccc1Cl
-20.0% | Cc1ccc(-c2cn3c(n2)N(C(=O)c2sc(C)nc2C)CCC3)cc1
3.1% | COc1cc(C2=NOC(C(=O)N(C)c3ccccc3)C2)cc(OC)c1OC (stereo not drawn)
9.2% | Cn1nnnc1SCCCNCc1cc(Cl)ccc1OCc1ccc(F)cc1
15.3% | CC(NC(=O)CCCC(=O)O)C1CC2CCC1C2 (stereo not drawn)
? | O=C(NCCc1ccc2c(c1)OCCO2)c1ccc(NC(=O)c2ccco2)cc1
-6.9% | NC(=O)C1CCN(C(=O)c2ccc3c(c2)CCCN3S(=O)(=O)c2ccc(Cl)cc2)CC1
-0.9% | COCC1(c2nc(C3CCOCC3)nn2-c2ccccc2)CCC1
-35.7% | CCS(=O)(=O)N1CCc2cc(C(=O)Nc3cc(C(F)(F)F)ccc3Cl)ccc21
17.8µM* | COC(=O)[C@@H]1Cc2c([nH]c3ccccc23)[C@H]2C[C@@H](NCCN3CCOCC3)C[C@@H](c3ccccc3F)N21
? | CCCn1c(=O)c(C(=O)N/N=C/c2ccc(F)cc2)c(O)c2ccccc21
? | CCOC(=O)c1c(NC(=O)C(C)Sc2cn(CCNC(=O)c3ccccc3OC)c3ccccc23)sc2c1CCC2 (stereo not drawn)
2.7% | O=C1CCC2(CCN(c3nc4ccccc4s3)CC2)CN1Cc1cccnc1
-37.0% | CCC(CC)(CC(=O)Nc1ccc2oc(C)nc2c1)C(=O)O
? | CN(CC(=O)Nc1cccc(F)c1)C(=O)c1cccc(-n2cccc2)c1
-12.5% | Cc1ccc(NC(=O)C2CCCN(S(=O)(=O)c3ccc4c(c3)oc(=O)n4C)C2)cc1Cl (stereo not drawn)
6.6% | CNc1nccc(N2CCC(CC(=O)NCCCOC(C)C)CC2)n1
? | CN1CCN(c2nc3c(c(=O)[nH]2)CCN(Cc2cccn2C)CC3)CC1
30.5%[activator] | Cc1cccc(NC(=O)Nc2ccc(OCc3ccccc3)cc2)n1
-14.3% | Cc1cc(C(=O)COC(=O)c2ccco2)c(C)n1Cc1cccs1
-14.7% | COc1cc(C(=O)Nc2ccccc2)cc2c1OCCO2
-3.8%[86.2 µM] | Cc1noc(C)c1-c1cc2cc(CN(C)C)oc2c(NCc2cccnc2)n1
-18.9% | O=C(Nc1ccc(Cl)cc1)N1Cc2[nH]cnc2C[C@H]1c1nc(-c2ccc(F)c(Cl)c2)no1
? | O=C(Nc1ccccc1)N[C@H]1C[C@H]2C(=O)NC[C@@H](CCC(=O)N3CCCCC3)N2C1
-14.5% | COCc1oc2c(cc(NS(=O)(=O)c3ccc(C)cc3)c3ccccc32)c1C(=O)OC
? | CCN1c2cc(C(=O)Nc3ccc(OC)cc3)ccc2C(=O)N2CCCC21 (stereo not drawn)
1.2% | CN(C(=O)c1cc(COc2c(F)cccc2F)on1)C1CCOC1 (stereo not drawn)
? | Cc1c(O)ccc2c(CN3CCN(c4cccc(C(F)(F)F)c4)CC3)cc(=O)oc12
12.4% | Cn1c(=O)[nH]c(=O)c2[nH]c(CN3CCN(Cc4ccccc4)CC3)nc21
-12.2% | Cc1oc2ncnc(N3CCOCC3)c2c1C(=O)N1CCN(c2cccc(C(F)(F)F)c2)CC1
-22.9% | Cc1nc2nc(NC(=O)c3ccc(C(C)(C)C)cc3)[nH]n2c(=O)c1C
-9.1% | Cn1c(SCc2ccc(F)cc2)nc2ccc(C(=O)NCc3cccc(Cl)c3)cc21
2.6% | O=S(=O)(Nc1ccc(F)cc1)c1ccc(-c2cnc(C3CC3)o2)cc1

3 compounds already listed, ordered by number of heavy atoms, highest first:
KDM5B inh | molecule
? | Cc1c(O)ccc2c(CN3CCN(c4cccc(C(F)(F)F)c4)CC3)cc(=O)oc12
2.6% | O=S(=O)(Nc1ccc(F)cc1)c1ccc(-c2cnc(C3CC3)o2)cc1
1.2% | CN(C(=O)c1cc(COc2c(F)cccc2F)on1)C1CCOC1 (stereo not drawn)

The list continues.
KDM5B inh | molecule
-18.2% | CC(C)N1CCN(C(=O)CCC[C@@H]2[C@H]3CCCN4CCC[C@@H](CN2Cc2ccccc2)[C@@H]34)CC1
-31.5% | CNC(=O)[C@@H]1CN(C(=O)c2cnc(C)cn2)C[C@H]1c1n[nH]c(C)n1
-10.0% | Cc1ccccc1C(=O)NC(NC(=O)c1ccccc1C)c1ccc(F)cc1
-10.7% | Cc1ccc(Cl)cc1NC(=O)c1ccccc1OCC(=O)N1CCOCC1
? | CC(C)c1ccc(NC(=O)CCn2c(=O)c3cccn3c3ccccc32)cc1
-11.0% | CC(=O)N1CC2(CCN(Cc3nnc(-c4ccco4)o3)CC2)CC1C(=O)O (stereo not drawn)
-13.8% | CN(Cc1ccc(-n2cccn2)cc1)C(=O)c1ccccc1C1CCNC1 (stereo not drawn)
20.1% | Cn1c(CN2CCN(c3ccccc3NC(=O)c3ccccc3)CC2)nc2ccccc21
27.3% | Cc1ccc(CC(=O)NC(C)c2ccncc2)cc1C (stereo not drawn)
21.4% | Fc1cccc(-c2nc(COc3ccc4ccc(C(F)(F)F)nc4c3)co2)c1
-29.8% | Cc1occc1-c1nnc(SC(C(=O)Nc2cccc(C(F)(F)F)c2)c2ccccc2)o1 (stereo not drawn)
-25.5% | CCC1CN(C(=O)N2CCC(C(=O)N3CCN(c4cc(C)ccc4C)CC3)CC2)c2ccccc2O1 (stereo not drawn)
8.3%[86.2 µM] | Cc1nnc(-c2cc(-c3ccccc3)ccn2)n1CCc1ccccc1
4.3% | COc1cccc(NC(=O)CN(C)CC(=O)Nc2ccccc2C)c1
8.1% | Cn1c(CCC(=O)N2CCOCC2)nc2cc(S(=O)(=O)N3CCCC3)ccc21
-9.6% | CCOc1ccc(S(=O)(=O)N(CC(=O)NCCc2ccc(OC)cc2)c2ccccc2)cc1
79.4µM* | CC(=O)N1Cc2ccccc2OC2(CCN(C(=O)c3ccnc(N)c3)CC2)C1
-18.1% | CC(C)CCNc1nc(C(=O)OCC(=O)NC(=O)NCC(C)C)cs1
-10.8% | C=CCn1c(C)cc(C(=O)COC(=O)Cn2cnc3c2c(=O)n(C)c(=O)n3C)c1C
-2.8% | Cc1cc(=O)n2c3ccccc3nc2n1CC(=O)c1ccc(Br)cc1
28.2µM* | COc1ccc(CCNC(=O)c2cc3n(n2)CC(c2ccc4c(c2)OCO4)OC3)cc1OC (stereo not drawn)
4.2% | Cc1noc(C)c1CC(=O)N1CCCC(Cc2noc(-c3cccnc3)n2)C1 (stereo not drawn)
-4.5%[86.2 µM] | O=C(Nc1ccccc1)c1cnc2n1CCN(Cc1ccc3c(c1)CCO3)CC2
28.3% | O=C(c1ccc(C(F)(F)F)cc1)N1CCn2c(nn(-c3ccncc3)c2=O)C1
